MEKK3 PB1 HTS – raises or lowers MEK5 binding to the human MEKK3 PB1 domain; bead-based flow cytometry, Alexa488-MEK5 binding to MEKK3; actives lie on both sides; 0 = blocked by unlabeled MEK5, 100 = vehicle; binding response (% of control), % at 10 µM; AID 1529; actives 1.4% (n = 290,000); Q99759;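 active means binding response more than 3 SD above or below the average of its plate-row segment, actives on both sides; inconclusive means wells at one plate position flagged as instrument error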;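 further: Alexa488 bead fluorescence after subtracting the streptavidin-only scavenger bead signal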
Target sequence (Q99759 whole entry, looked up, the tested form may be a part): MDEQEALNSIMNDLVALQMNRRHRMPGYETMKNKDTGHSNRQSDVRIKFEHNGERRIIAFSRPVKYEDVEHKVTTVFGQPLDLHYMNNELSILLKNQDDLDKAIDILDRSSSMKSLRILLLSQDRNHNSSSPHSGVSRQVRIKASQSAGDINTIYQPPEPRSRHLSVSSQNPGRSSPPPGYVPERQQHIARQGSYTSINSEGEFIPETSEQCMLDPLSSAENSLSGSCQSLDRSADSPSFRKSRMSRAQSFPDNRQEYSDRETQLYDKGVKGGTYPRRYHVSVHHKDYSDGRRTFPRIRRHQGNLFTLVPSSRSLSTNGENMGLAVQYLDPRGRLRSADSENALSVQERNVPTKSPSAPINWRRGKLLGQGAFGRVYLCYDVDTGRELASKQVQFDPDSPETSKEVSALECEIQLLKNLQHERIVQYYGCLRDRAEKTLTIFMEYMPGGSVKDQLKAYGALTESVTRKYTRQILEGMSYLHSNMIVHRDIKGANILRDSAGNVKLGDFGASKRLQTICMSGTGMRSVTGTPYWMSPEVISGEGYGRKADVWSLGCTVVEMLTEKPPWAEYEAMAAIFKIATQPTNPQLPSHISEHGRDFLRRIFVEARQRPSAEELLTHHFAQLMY
PHOSPHO1 inh – inhibitors of human PHOSPHO1 phosphatase | inhibition, % at 13.3 µM | Q8TCT1 | AID 1565 | recombinant PHOSPHO1, absorbance phosphatase assay | actives 1.1% (n = 290,000); in the data active means inhibition above about 60%
Target sequence (Q8TCT1 whole entry, looked up): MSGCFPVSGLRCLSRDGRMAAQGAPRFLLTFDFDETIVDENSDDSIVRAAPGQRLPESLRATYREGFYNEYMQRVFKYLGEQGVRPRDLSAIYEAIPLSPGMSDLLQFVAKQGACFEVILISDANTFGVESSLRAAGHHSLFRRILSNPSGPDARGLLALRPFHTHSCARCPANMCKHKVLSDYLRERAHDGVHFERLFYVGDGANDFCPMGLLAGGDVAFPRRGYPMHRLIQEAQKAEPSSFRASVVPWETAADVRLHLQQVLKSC
p-CIP stab down – compounds decreasing mouse p/CIP protein stability. actives 0.01% (n = 290,000). F442A p/CIP-EGFP cells, EGFP fluorescence, 16 h. Q05BA5. decrease of EGFP signal, % at 10 µM;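 active means EGFP signal decrease of at least 30% at 10 µM or well 3 SD below plate mean, unless failing retest; inactive means the rest, including hits failing retest or dose response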; further: some compounds called inactive have numbers as strong as hits; many of its hits are not listed in these tables
UBC9 SUMO inh – inhibitors of human SUMOylation (UBC9); P63279; AID 2006; inhibition, % at 35 µM; actives 0.36% (n = 290,000); HTRF SUMOylation assay, SAE1/SAE2 + UBC9, in vitro; in the data active means inhibition above about 50%, passing the limit was not always enough; inconclusive means no clear call, values can overlap the other calls; further: strong numbers were not always called active
Target sequence (P63279 whole entry, looked up): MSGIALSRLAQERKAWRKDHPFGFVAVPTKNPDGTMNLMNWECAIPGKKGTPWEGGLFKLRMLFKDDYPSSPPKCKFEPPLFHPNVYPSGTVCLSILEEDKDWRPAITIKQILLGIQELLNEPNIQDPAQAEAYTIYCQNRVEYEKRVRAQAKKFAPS
HCV NS3 hel inh – inhibitors of Hepatitis C virus NS3 helicase | inhibition, % at 10.9 µM | NS3 helicase DNA unwinding, Cy5 molecular beacon fluorescence | actives 0.56% (n = 290,000);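 active means inhibition above the mean of all tested compounds plus 3 SD, set per campaign, cut at about 35% in these data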;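 further: 0% = DMSO wells and 100% = thioflavine S control wells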
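System: NS3 helicase fragment of HCV / Schedule: 1 h at 25 °C / Control set: DMSO alone as 0% and 110 µM thioflavine S as 100% / Reagent: Cy5/quencher beacon DNA duplex and ATP to start / Technique: Cy5 fluorescence / Replication: singlicate / Evaluation: % inhibition of end-to-start signal ratio versus controls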
DNA FID counter – counter-screen for HCV NS3 helicase inhibitors: DNA intercalator displacement. AID 1845. DNA fluorescent intercalator displacement, fluorescence. actives 0.17% (n = 290,000). inhibition, % at 7.9 µM; in the data active means inhibition above about 37%;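 further: 0% = vehicle and 100% = reference compound; higher means more ethidium bromide displaced from hairpin DNA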
IDE act – activators of human insulin-degrading enzyme in cells. HEK cells, FAbeta-B cleavage, fluorescence polarization; 0% vehicle, 100% cell-free pure enzyme wells. activation, % at 5.96 µM. actives 0.073% (n = 340,000). AID 493087;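 active means activation above the mean of all tested compounds plus 3 SD, set per screening campaign, cut at about 17% in these data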
VIM-2 inh – blocks Pseudomonas aeruginosa VIM-2 metallo-beta-lactamase | AID 1527 | actives 0.89% (n = 290,000) | purified VIM-2, nitrocefin hydrolysis, epi-absorbance fluorescence | inhibition, % at 5.6 µM;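 active means inhibition above the mean of all tested compounds plus 3 SD, cutoff set per screening run, cut at about 7.5% in these data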;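 further: red hydrolysis product quenches plate fluorescence so inhibitors raise well fluorescence; 0% = enzyme with DMSO and 100% = DMSO without enzyme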
IMP-1 inh – blocks Pseudomonas aeruginosa IMP-1 metallo-beta-lactamase; purified IMP-1, nitrocefin hydrolysis, epi-absorbance fluorescence; inhibition, % at 5.6 µM; actives 0.45% (n = 290,000);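 active means inhibition above the mean plus 3 SD of all compounds in the same screening run, cut at about 4.5% in these data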;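 further: 0% = IMP-1 with DMSO and 100% = DMSO wells lacking enzyme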
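System – purified recombinant IMP-1 beta-lactamase · Input – IMP-1 dispensed at 0.2 nM · Timing – 15 min preincubation plus 25 min reaction at 25 °C · Signal – Epi-absorbance fluorescence, 480 nm excitation, 530 nm emission · Measure – percent IMP-1 inhibition derived from blank-referenced optical density · Controls – Enzyme-plus-DMSO low control, enzyme-free DMSO high control · Replication – singlicate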
* = called active by the depositor; ? = inconclusive; nt = no result given; [ ] = another dose, or the depositor's remark. These rows are one share of the data. The share of hits here may be higher or lower than overall.

SMILES	MEKK3 PB1 HTS	PHOSPHO1 inh	p-CIP stab down	UBC9 SUMO inh	HCV NS3 hel inh	DNA FID counter	IDE act	VIM-2 inh	IMP-1 inh
Cc1ccc2cc(CN(Cc3nnnn3C3CCCC3)C3CCCCC3)c(=O)[nH]c2c1C	74	16	-10	13	-1	-3	7	-2.1	-1.9
Cc1ccsc1/C=N/NC(=O)c1ccco1	98	5	-18	17	16	2	1	-4.5	-3.4
CC(C)NC(=O)COc1ccc(S(=O)(=O)N2CCOCC2)cc1	105	-7	1	6	4	1	-3	-4.0	-1.0
CN(C)C(=O)c1ccc(Oc2ccc(C(=O)N(C)C)cc2)cc1	66*[inhibitor]	3	-7	9	5	-6	-1	-2.0	-4.1
COc1cccc(-c2csc(N3CCN(CC(=O)NNC(=O)c4ccc(Cl)cc4)CC3)n2)c1	101	18	-15	4	-3	-19	1	-4.3	-2.4
O=C(CN1C(=O)COc2ccccc21)Nc1ccc(N2CCOCC2)cc1	105	31	-14	24	2	-6	7	-1.9	-3.4
Nc1cccc(-c2nc3ccc(N)cc3s2)c1	99	-9	0	?	-7	3	-3	0.9	-2.3
COc1cc(OC)cc(C(=O)N[C@H](C(=O)Nc2cccc(S(=O)(=O)N3CCCC3)c2)C(C)C)c1	87	4	4	1	-7	-34	3	-2.1	-5.3
COc1ccc(-c2[nH]c(-c3ccc(C)cc3)nc2SCC(=O)Nc2nccs2)cc1	134*	-20	1	-21	6	3	0	0.1	-2.8
COc1ccc(-n2c(Cc3cccn3C)nnc2SCC(=O)Nc2ccc(C)c(Cl)c2)cc1	100	-20	4	-6	-9	-20	2	-1.6	-2.3
CCOC(=O)C1CCCN(C(=O)c2cc(Nc3ccc(OC)cc3OC)nc3ccccc23)C1 (configuration not stated)	102	-4	6	-3	-15	-16	6	-3.1	-2.8
COc1cc(C(=O)NC(=S)Nc2ccc(NC(=O)c3ccco3)cc2)cc(OC)c1OC	106	12	-14	4	6	-14	12	-3.9	-0.5
C=CCNC(=O)/C(C#N)=C/c1c(N2CCN(c3ccccc3)CC2)nc2c(C)cccn2c1=O	96	16	-18	14	17	-17	4	2.9	-3.0
Cc1c(NCc2ccccc2O)c(=O)n(-c2ccccc2)n1C	100	8	-12	7	3	-12	7	-2.2	-3.4
O=C(CCCOc1ccc(Cl)cc1Cl)NCC1CCCO1 (configuration not stated)	107	3	-12	7	-8	-16	12	-0.3	-1.9
O=c1cc(-c2ccccc2)n(S(=O)(=O)c2ccccc2)o1	111	40	3	-3	7	7	4	-1.3	-2.5
CCNc1ccc(S(=O)(=O)C(F)(F)F)cc1NC(=O)C12CCC(CC1)C2	95	6	0	-19	7	1	0	-1.4	-4.7
CNC(=O)CSc1nnc(-c2ccco2)n1-c1cccc(C)c1C	100	34	-8	5	14	-10	0	-0.6	-2.6
Cc1ccccc1OC(C)c1nc(-c2ccccc2)no1 (configuration not stated)	104	-10	4	-10	3	1	3	0.4	-2.8
CC1CCc2c(sc3ncn(N)c(=N)c23)C1 (configuration not stated)	99	28	-88	6	-1	-6	2	-1.6	-2.6
O=C1NC2(CCCCCC2)C(=O)N1Cc1ccccc1Br	104	24	-12	20	-12	-15	4	-2.3	-3.6
CSc1nc(-c2ccccc2)c(-c2ccccc2)[nH]1	100	35	0	2	2	2	-1	0.5	-0.9
CCOC(=O)c1cc(-c2ccccc2)sc1NC(=O)c1ccc(OC)cc1	104	6	-5	19	-1	-3	nt	1.5	-2.4
Cc1ccc2cccc(Oc3cnccn3)c2n1	100	-15	-12	12	-3	-4	1	-1.7	-4.6

Entries listed so far containing an NH in an aromatic ring (3):
SMILES	MEKK3 PB1 HTS	PHOSPHO1 inh	p-CIP stab down	UBC9 SUMO inh	HCV NS3 hel inh	DNA FID counter	IDE act	VIM-2 inh	IMP-1 inh
Cc1ccc2cc(CN(Cc3nnnn3C3CCCC3)C3CCCCC3)c(=O)[nH]c2c1C	74	16	-10	13	-1	-3	7	-2.1	-1.9
COc1ccc(-c2[nH]c(-c3ccc(C)cc3)nc2SCC(=O)Nc2nccs2)cc1	134*	-20	1	-21	6	3	0	0.1	-2.8
CSc1nc(-c2ccccc2)c(-c2ccccc2)[nH]1	100	35	0	2	2	2	-1	0.5	-0.9

(next part)
SMILES	MEKK3 PB1 HTS	PHOSPHO1 inh	p-CIP stab down	UBC9 SUMO inh	HCV NS3 hel inh	DNA FID counter	IDE act	VIM-2 inh	IMP-1 inh
Cc1ccc(NC(=O)CNc2cc(S(=O)(=O)N3CCOCC3)ccc2NCC2CCCO2)cc1F (configuration not stated)	108	48	-8	-7	-10	-23	-2	-1.0	-5.0
O=C(/C=C/c1ccccc1)N/C(=C/c1ccccc1)C(=O)Nc1ccc(C(=O)O)cc1	102	-9	7	6	12	-27	-6	-1.6	-2.2
CCOc1cc(N2CCOCC2)c(OCC)cc1NC(=O)CCS(=O)(=O)c1ccc(Cl)cc1	111	27	-5	3	-7	-26	0	0.0	-0.7
COc1ccc(/C=N/N2C(C)CCCC2C)cc1O (configuration not stated)	101	33	-4	11	1	-7	3	-0.7	0.1
C/C=C\C=C/C(=O)Nc1cccc(C2=NOC3(C2)C[C@@H](C(N)=O)N(C(=O)c2ccc(Cl)cc2)C3)c1 (some centres not stated)	108	9	-2	-4	nt	nt	6	nt	nt
O=C1NCCCC1C(=O)N/N=C/c1cc([N+](=O)[O-])ccc1O (configuration not stated)	107	42	-4	11	11	-2	6	-3.1	-1.4
O=C(CCCc1cccs1)Nc1nccs1	105	8	4	8	7	-1	5	-0.8	-4.5
C=CCOC(=O)N1CCN(c2cccc(C(F)(F)F)c2)CC1	106	-14	-10	-8	-4	-11	-2	-0.2	-2.4
O=C(O)COCC(=O)Nc1ccc2c(c1)CCC2	101	1	-4	8	-1	4	-3	-4.0	-0.8
O=S(=O)(c1ccccc1F)N1CCCc2ccccc21	100	24	-9	0	2	-9	0	-0.1	-1.1
O=C(Cn1c(=S)[nH]c2ccccc2c1=O)N1CCN(c2ccccc2)CC1	91	-24	-1	-23	1	0	6	2.4	-2.4
CC(C)NC(=O)/C(=N\O)c1ccccc1	101	2	-8	9	-1	0	5	-0.6	-3.5
CC1CCCN(C2(O)C(=O)Nc3c(C(F)(F)F)cccc32)C1 (configuration not stated)	97	nt	2	-9	8	-17	-2	-4.4	-3.9
COCCn1c(SCC(=O)Nc2cccc(S(N)(=O)=O)c2)nc2ccccc21	100	20	-7	11	15	-4	6	0.4	-3.6
CCCCN1CCc2c([nH]c3ccccc23)C1=O	97	24	13	-6	-7	-7	0	-1.5	-0.9
O=C(CN1C(=O)/C(=C/c2ccc(F)cc2)SC1=S)NC1CCS(=O)(=O)C1 (configuration not stated)	103	53	7	21	10	-16	5	0.9	11*
COc1ccc(N=C2NC(=O)C(CO)(CO)S2)cc1	98	25	-6	4	1	-4	-2	-4.7	-4.5
Cn1c(-c2ccc(F)cc2)cnc1NCc1ccccc1	77	7	-7	6	-11	8	6	-4.3	-2.3
COc1cc(C2C(C#N)=C(N)OC3=C2C(=O)CCC3)c([N+](=O)[O-])cc1OC (configuration not stated)	101	4	4	16	28	-20	2	-0.1	0.7
Cn1c(SCC(=O)N2CCCCCC2)nnc1-c1ccco1	101	37	-7	4	-10	-6	5	1.3	-0.7
CCn1c(=O)cc(SCC(=O)N2CCN(c3ccccc3F)CC2)c2ccccc21	111	24	-9	6	-11	-32	-5	-1.7	0.9
C=C(C)C1CC=C(CN2CCC(C(=O)OCC)CC2)CC1 (configuration not stated)	95	-9	-10	-2	-10	12	6	0.2	-0.1
COc1ccccc1-c1nnc(SC/C(O)=C(\C#N)c2nc3ccccc3[nH]2)n1C1CCCCC1	101	11	-7	11	-6	-33	3	-3.4	-2.7
COc1ccc(-c2csc(NC(=O)c3cc(=O)c4ccccc4o3)n2)cc1OC	99	-10	-5	11	6	-1	-2	-0.2	-1.8
CN(C)C(=O)CSc1cccc2cccnc12	100	71*	-7	-13	9	1	3	0.5	-0.9
O=C(c1ccc(F)cc1F)N1CCN(c2ccccn2)CC1	103	8	6	5	3	-14	5	-2.9	-4.8
CCC(CC)C(=O)N=C1SC2CS(=O)(=O)CC2N1CCc1ccc(OC)c(OC)c1 (configuration not stated)	107	22	4	6	-17	-43	5	-2.1	-1.8
Cc1nn(-c2ccccc2)c(Cl)c1/C=C1\SC(=S)NC1=O	87	64*	-11	11	2	-23	-1	-8.7	-4.4
Cc1cccc(S(=O)(=O)C(C#N)c2nc3ccccc3nc2N2CCOCC2)c1 (configuration not stated)	83	78*	-3	34	1	-13	0	-1.1	2.7
Cc1cccc(NC(=O)c2cccc(NC3=NC4CS(=O)(=O)CC4S3)c2)c1 (configuration not stated)	101	28	-1	1	24	-4	1	-3.9	-5.5
CN(C)C(=O)CSC1c2ccccc2C(=O)N1c1ccccc1 (configuration not stated)	101	-1	-222	-4	4	-9	10	-2.6	-3.0
CCOC(=O)C1(CCc2ccccc2)CCN(C(=O)CN2CCOC2=O)CC1	97	40	3	6	2	-24	0	-0.3	-2.1
CC(C)COC(=O)C(C)Nc1n[nH]c(=S)[nH]c1=O (configuration not stated)	99	12	-5	15	3	-4	2	0.9	-1.8
CCc1nnc(NC(=O)CSc2nnc(CNc3ccc(Cl)cc3)o2)s1	99	62*	-6	20	8	-19	1	-4.6	-2.6
COc1cc(C2c3c(oc4ccccc4c3=O)C(=O)N2CCN2CCOCC2)cc(OC)c1OC (configuration not stated)	88	36	1	-2	nt	nt	1	nt	nt
O=C(O)c1ccc(N2C(=O)CC(SC(=NCc3ccc4c(c3)OCO4)Nc3ccccc3)C2=O)cc1 (configuration not stated)	105	23	-8	24	-4	-23	2	2.2	-0.6
COC(=O)N/N=C\c1c(C)[nH]n(-c2ccccc2)c1=O	103	31	-5	35	3	-2	5	-3.0	-3.7
O=C(Nc1cccc(Cl)c1)Nc1ccc(Br)cc1F	100	2	-5	4	-11	8	4	-0.9	-1.4
CCCN1CCN(C(=O)c2cc3c(s2)-c2ccccc2OC3)CC1	101	28	-2	49	-15	-9	-2	1.2	-2.0
Cc1ccnc(NS(=O)(=O)c2ccc(NC(=O)C3CCCCC3)cc2)n1	87	-3	-3	9	-9	-11	-1	-0.9	-2.1
CCOCCCN(C(=O)c1snc(C(N)=O)c1N)C(C(=O)NCCC(C)C)c1ccc(F)cc1 (configuration not stated)	102	5	4	-9	-8	-19	4	0.8	0.8
CCN(CC)CCNC(=O)c1cc2c(=O)n(CC)c3ccccc3c2s1	103	24	10	4	0	14	-3	14*	-3.5

Results in HCV NS3 hel inh and PHOSPHO1 inh, for some of the entries so far:
smiles,HCV NS3 hel inh,PHOSPHO1 inh
CCN(CC)CCNC(=O)c1cc2c(=O)n(CC)c3ccccc3c2s1,0,24
COC(=O)N/N=C\c1c(C)[nH]n(-c2ccccc2)c1=O,3,31
O=C(Nc1cccc(Cl)c1)Nc1ccc(Br)cc1F,-11,2
Cc1ccnc(NS(=O)(=O)c2ccc(NC(=O)C3CCCCC3)cc2)n1,-9,-3

Compound activity as filed in PubChem.
